ARNT TACC3 PPI: disruptors of ARNT/TACC3 protein interaction, primary screen, biochemical, AlphaScreen, single concentration; inhibition, % at 9.99 µM; 390,000 compounds, 0.66% hits; AlphaScreen His-ARNT PAS-B/GST-TACC3 binding, luminescence; TACC3 fragment carries E629A point mutation;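 active means mean inhibition of replicates at least 50% and at least half of replicates each reaching 50%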;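 further: 0% = complete ARNT plus TACC3 wells and 100% = ARNT alone without TACC3; many hits fall short of the cut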
C2C12 statin: suppressors of statin myotoxicity in C2C12 myotubes, primary screen, cell-based, single point, plate reader; rescue of ATP level, % at 7.49 µM; 330,000 compounds, 0.78% hits; C2C12 myotubes + simvastatin, ATP luminescence, 48 h; scaled: DMSO 0, geranylgeraniol control 100;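 active means mean ATP rescue above about 67%, or every replicate alone reaching that limit, limit read from the data, passing the limit was not always enough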;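 further: myotubes were challenged with 10 µM simvastatin during compound exposure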
LGR2 antag: inhibitors of bursicon-induced LGR2 CRE-luciferase signal, primary screen, cell-based, HEK293, CRE-luciferase reporter, bursicon stimulation. 380,000 compounds, 0.35% hits. inhibition, % at 9.99 µM. bursicon-stimulated, 4 h. Drosophila bursicon receptor LGR2 (rickets);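 active means drop in luminescence signal, shown as inhibition above about 50% in the replicate tests, limit read from the data, passing the limit was not always enough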;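 further: agonist challenge used bursicon conditioned medium at about half maximal strength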
PAX8 reporter: inhibitors of PAX8-driven TPO luciferase reporter, primary screen, RMG-I cells, single concentration | SteadyGlo, 24 h | inhibition, % at 12.6 µM | 360,000 compounds, 1.2% hits | AID 652154, 2013;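 active means mean replicate inhibition at least 60% with every replicate also reaching 60%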;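 further: luciferase light reporting Pax8 driven TPO promoter activity; plate controls were median of neutral control wells for no effect and mitoxantrone controls for full effect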
PglD DTNB: C. jejuni PglD acetyltransferase inhibitors, primary screen, biochemical, DTNB colorimetric, single point | UDP-N-acetylbacillosamine N-acetyltransferase PglD (Campylobacter jejuni) | purified PglD enzyme, DTNB colorimetric CoA detection | inhibition, % at 12.5 µM | 360,000 compounds, 0.098% hits; in the data active means inhibition above about 16%, passing the limit was not always enough; further: strong numbers were not always called active
INS-1E GSIS act: GLuc luminescence reporter in INS-1E cells, primary screen for activators of glucose-dependent secretion of insulin; activation, % at 16.6 µM; 370,000 compounds, 0.61% hits; INS-1E GLuc reporter insulin secretion, 2-3 h;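 active means lowest replicate activation of at least 40%, so every replicate reaches that level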;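 further: 0% = median of neutral control wells and 100% = median of IBMX positive control wells; some compounds called inactive have numbers as strong as hits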
PGC1a acetyl inh: inhibitors of PGC1a acetylation signal, primary screen, cell-based, U2OS, AlphaScreen, inhibitor mode; 350,000 compounds, 0.17% hits; AID 651687, 2012; AlphaScreen anti-acetyl-lysine; with virally co-expressed GCN5 acetyltransferase; inhibition, % at 15.6 µM;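 active means every replicate shows inhibition of at least 40%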;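 further: 0% = neutral control wells and 100% = positive control wells; some results beyond the cut were filed as inactive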
Cneo AK release: Cryptococcus neoformans cell lysis inducers, primary screen, AK release luminescence, single concentration; C. neoformans lysis, adenylate kinase release luminescence, 4 h; normalised: neutral wells 0, clomiphene wells 100; lysis activity, % at 15 µM; 360,000 compounds, 0.2% hits;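 active means mean lysis activity across replicates of at least 80%, whatever share of replicates individually reach that level; inactive means mean lysis activity below 80%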
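Material – log-phase Cryptococcus neoformans yeast cells · Input – 5 × 10^6 yeast cells/mL · Medium – fresh YPD growth medium · Doses – single compound concentration per well · Timing – static 4 h at 37 °C with compound, 1 h detection · Detection – adenylate kinase release luminescence · Read-out – signal increase indicating cell lysis · Control set – Clomiphene as positive lysis control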
Numbers without * were called inactive; / = not tested or not shown.

SMILES | ARNT TACC3 PPI | C2C12 statin | LGR2 antag | PAX8 reporter | PglD DTNB | INS-1E GSIS act | PGC1a acetyl inh | Cneo AK release
CC(=O)N1Cc2ccccc2C(C)CC12CCCCC2 (stereo not drawn) | 1 | / | / | 7 | 10 | / | -7 | 0
CC(CCCC(C)(C)O)CC1C2=C(CCCC2=O)OC2=C1C(=O)CCC2 (stereo not drawn) | -6 | 3 | -3 | -18 | 2 | -9 | 5 | 16
COc1ccc(C(CNC(=O)c2ccc(-c3cccc(C(F)(F)F)c3)o2)N2CCOCC2)cc1 (stereo not drawn) | 4 | -21 | -1 | -12 | 0 | -23 | / | 9
Cc1onc(-c2ccccc2)c1C(=O)N=C(N)c1ccc(C(F)(F)F)cc1 | -4 | / | / | -25 | -1 | / | 2 | 0
Cn1c(SCC(=O)Nc2sc3c(c2C#N)CCC3)nnc1C1COc2ccccc2O1 (stereo not drawn) | -2 | 7 | / | -16 | 2 | / | 0 | -1
CC(C)N=C1NN=C(c2cccs2)CS1 | 13 | / | -95 | -80 | / | 8 | / | /
Cc1ccc(NC(=O)CSCC(=O)N(CCC(C)C)c2c(N)n(Cc3ccccc3)c(=O)[nH]c2=O)cc1 | -3 | -4 | 21 | 21 | 0 | -29 | / | 6
C[C@H]1CN([C@@H](C)CO)C(=O)c2ccccc2-c2ccccc2CO[C@H]1CN(C)S(=O)(=O)c1ccc(C#N)cc1 | 4 | / | 5 | / | -1 | -15 | 5 | 48
Nc1nc(Cl)cc(Oc2ccccc2F)n1 | 0 | -2 | -11 | -1 | / | 23 | 5 | /
CCOc1ccc(N2C(=O)c3ccccc3NC2(C)CC)cc1 (stereo not drawn) | 0 | 1 | -35 | -181 | 3 | -4 | 7 | -6
C#CCN1C=CC(=O)[C@@H](OC(=O)NCCC)[C@H]1c1ccccc1Br | -1 | 4 | 6 | 6 | 5 | -13 | -4 | 0
CCc1ccc(NC(=O)[C@H](C)NC(=O)C2CCN(C(=O)[C@@H](N)CC(C)C)CC2)cc1 | -1 | -1 | -13 | 15 | 6 | 0 | -3 | 2
O=C(CCc1nc2ccccc2c(=O)[nH]1)N1CCN(S(=O)(=O)c2cccc(F)c2)CC1 | -3 | / | 10 | 5 | -1 | -19 | -2 | -1
CCCNC(=O)Nc1ccc2c(c1)C(=O)N(C)C[C@H](OC)[C@@H](C)CN(C)[C@@H](C)CO2 | 1 | -14 | 22 | / | -2 | 7 | 5 | 7
Cc1ccc(S(=O)(=O)N(CC(=O)NCc2ccco2)Cc2ccc(F)cc2)cc1 | -5 | 1 | / | / | -1 | / | / | 2
c1ccc(N2CCN(c3ncnc4scc(-c5cccs5)c34)CC2)cc1 | 33 | -11 | 34 | / | 1 | 5 | -7 | -3
Cc1cc(C)cc(NC(=O)CN2C(=O)C3CC=CCC3C2=O)c1 (stereo not drawn) | / | -12 | 12 | -8 | 6 | -2 | -1 | 0
O=C(CCCOc1ccc(Cl)cc1Cl)NCCc1nnc2ccccn12 | -2 | / | -3 | 3 | / | -8 | / | /
COC(CNS(=O)(=O)c1ccc(S(=O)(=O)NC2CC2)cc1)OC | 0 | 2 | -5 | 6 | -1 | -1 | 2 | -1
CCOC(=O)CC1C(=O)NCCN1C(=O)COc1ccc(Br)cc1C (stereo not drawn) | -16 | / | 6 | / | / | 2 | 5 | /
COc1ccc(CCN2CC(C(=O)OC(C)C(=O)Nc3cccc(Cl)c3)CC2=O)cc1OC (stereo not drawn) | -8 | 0 | -12 | -16 | 0 | 5 | -3 | 0
C[C@@H]1CN([C@H](C)CO)C(=O)c2cccc(NS(C)(=O)=O)c2O[C@@H]1CN(C)S(C)(=O)=O | -1 | / | 10 | / | 4 | 5 | 4 | 3
COc1cccc(N(CC(=O)N2CCN(c3ccccc3OC)CC2)S(C)(=O)=O)c1 | / | 2 | / | -9 | 1 | / | 8 | 2
CC(=O)Oc1ccc(/C=N/NC(=O)C2CCCN2S(=O)(=O)c2ccc(Cl)cc2)cc1 (stereo not drawn) | 11 | 5 | / | / | 3 | / | -3 | 6
Cc1c(NC(=O)c2ccco2)cccc1-c1nc2cccnc2s1 | -6 | -1 | -13 | -16 | 4 | / | / | 2

Single records, from the list above. Order of screens: ARNT TACC3 PPI	C2C12 statin	LGR2 antag	PAX8 reporter	PglD DTNB	INS-1E GSIS act	PGC1a acetyl inh	Cneo AK release
Results for C#CCN1C=CC(=O)[C@@H](OC(=O)NCCC)[C@H]1c1ccccc1Br = -1	4	6	6	5	-13	-4	0
Results for O=C(CCCOc1ccc(Cl)cc1Cl)NCCc1nnc2ccccn12 = -2	/	-3	3	/	-8	/	/
Results for COc1ccc(CCN2CC(C(=O)OC(C)C(=O)Nc3cccc(Cl)c3)CC2=O)cc1OC (stereo not drawn) = -8	0	-12	-16	0	5	-3	0

Additional compounds
SMILES | ARNT TACC3 PPI | C2C12 statin | LGR2 antag | PAX8 reporter | PglD DTNB | INS-1E GSIS act | PGC1a acetyl inh | Cneo AK release
COc1cc(C(=O)N2CCN(C(=O)c3ccco3)CC2)cc(OC)c1OC | 10 | 15 | -2 | / | -3 | 28 | -3 | 1
Cc1ccc(N(CC(=O)NC2CCCCC2)S(=O)(=O)c2c(C)noc2C)cc1 | -3 | 11 | 9 | -14 | 8 | 19 | / | 0
CC(=O)Nc1nc(C)c(Oc2ccccc2)c(=O)[nH]1 | -2 | 4 | / | 6 | 3 | / | -10 | 0
C[C@H]1CN([C@@H](C)CO)C(=O)c2cccc(NC(=O)C3CCOCC3)c2O[C@@H]1CN(C)C(=O)Nc1ccc2c(c1)OCO2 | / | 0 | 7 | -34 | / | 10 | -6 | /
CCOC(=O)c1cccc(NC(=O)COc2ccc([N+](=O)[O-])cc2)c1 | -2 | 3 | / | / | -2 | / | / | -1
CC(=O)Cc1nsc(NC(=O)c2ccc(F)cc2)n1 | 25 | / | 1 | -16 | / | -1 | 0 | /
CSC1=NCCN1C(=O)c1ccc(S(=O)(=O)N2CCCCC2)cc1 | / | 1 | 7 | 11 | -2 | -2 | 5 | 0
CCNC(=S)NNC(=O)c1ccccn1 | 67* | / | -8 | -18 | 2 | 10 | 4 | 1
CC1CCN(C(=O)Cn2c(=O)n(Cc3ccc4c(c3)OCO4)c(=O)c3ccccc32)CC1 | 0 | / | / | / | -2 | / | -11 | 0
CC(=O)c1c(C)[nH]c(C(=O)OC2CCOC2=O)c1C (stereo not drawn) | -8 | 0 | / | / | -7 | / | 5 | -4
O=C(N/N=C/c1cccc(F)c1)c1c(O)c2c([nH]c1=O)CCCC2 | -1 | / | -45 | -35 | / | 18 | / | /
C[C@H]1CN([C@@H](C)CO)C(=O)Cc2cc(NC(=O)Nc3ccc(C(F)(F)F)cc3)ccc2O[C@H]1CN(C)Cc1ccncc1 | -18 | -45 | 5 | 33 | 13 | 10 | 0 | 2
COc1ccc(NC(=O)CO/N=C(\C)c2cccs2)cc1 | / | 13 | 9 | -5 | -2 | -1 | 2 | -1
Cc1ccc(F)cc1NC(=O)C1CC(=O)N(Cc2ccccc2)C1 (stereo not drawn) | / | 0 | 1 | -10 | -3 | -4 | -6 | 3
Cc1ccsc1C(=O)NC1CCCCC1C (stereo not drawn) | -6 | 12 | 14 | -17 | 0 | 46 | -5 | 0
CSCC[C@H](NC(=O)OC(C)(C)C)c1nnc(SCC=C(C)C)o1 | -5 | 0 | / | 4 | -2 | / | -22 | 3
O=C(O)c1ccc(C2NCC(c3ccccc3Cl)c3c2[nH]c2ccccc32)cc1 (stereo not drawn) | -2 | 28 | -10 | 6 | / | 10 | 1 | /
CCN(C(=O)C1CCCN(c2ncnc3c2nc2n3CCCCC2)C1)c1cccc(Cl)c1 (stereo not drawn) | 9 | -15 | -2 | 42 | 5 | -45 | -9 | 1
C[C@H](CO)N1C[C@H](C)[C@@H](CN(C)C(=O)NC2CCCC2)Oc2ncc(-c3ccncc3)cc2C1=O | -5 | 3 | -16 | / | -1 | 32 | 2 | -2
C[C@H]1CN([C@@H](C)CO)C(=O)c2cccc(NS(=O)(=O)c3ccc(Cl)cc3)c2O[C@@H]1CN(C)C(=O)NC1CCCCC1 | -9 | -49 | -8 | 8 | 2 | -21 | -7 | -4
C[C@@H]1CN([C@H](C)CO)C(=O)c2cc(NC(=O)c3ccccc3)ccc2O[C@@H](C)CCCCO[C@@H]1CN(C)Cc1ccncc1 | / | -39 | 4 | 10 | / | -3 | -4 | /
CCOC(=O)c1cc(-c2ccc(OC)cc2)nc2c1c(C)nn2CCC#N | -15 | 6 | / | -29 | -3 | / | / | -1
O=C(C[C@H]1CC[C@H](NC(=O)C2CC2)[C@@H](CO)O1)NCc1ccncc1 | -19 | 4 | -42 | 1 | -2 | 11 | -1 | 3
C#C[C@]1(O)CC[C@H]2[C@@H]3CCC4=Cc5oncc5C[C@]4(C)[C@H]3CC[C@@]21C | 6 | -2 | 6 | 45 | -4 | / | / | -1
CCCCN(C(=O)CN(C)CC(=O)Nc1cccc(OC)c1)c1c(N)n(CCCC)c(=O)[nH]c1=O | -2 | 5 | 4 | 9 | -7 | -6 | / | -1

Marked active in ARNT TACC3 PPI, among the entries above:
| SMILES | ARNT TACC3 PPI | LGR2 antag | PglD DTNB | INS-1E GSIS act | PGC1a acetyl inh |
| --- | --- | --- | --- | --- | --- |
| CCNC(=S)NNC(=O)c1ccccn1 | 67* | -8 | 2 | 10 | 4 |

Additional compounds.
SMILES | ARNT TACC3 PPI | C2C12 statin | LGR2 antag | PAX8 reporter | PglD DTNB | INS-1E GSIS act | PGC1a acetyl inh | Cneo AK release
O=C(/C=C/c1ccc(Br)cc1)NC(=S)NNC(=O)c1ccco1 | -1 | -7 | / | -2 | -1 | / | -5 | -4
C[C@@H](NC(=O)C[C@@H]1C[C@H]2c3cc(NC(=O)c4cccnc4)ccc3O[C@H]2[C@@H](CO)O1)c1ccccc1 | 8 | -3 | 6 | -7 | 0 | 4 | -4 | 0
Cc1cc2ncn(S(=O)(=O)c3ccc(S(=O)(=O)N4CCCCCC4)cc3)c2cc1C | -9 | 23 | / | / | -2 | / | 20 | -9
Cn1c2ccccc2c2ncn(CCN3CCOCC3)c(=O)c21 | 7 | -3 | / | -5 | -1 | 0 | -3 | 0
C[C@H]1CCCCO[C@@H](CN(C)C(=O)CCC(F)(F)F)[C@@H](C)CN([C@@H](C)CO)C(=O)c2cc(NC(=O)C3CCCCC3)ccc2O1 | -9 | / | -14 | -19 | -1 | -18 | 9 | 0
CCC(=O)N1CC(=O)N2[C@@H](CO)[C@H](c3ccc(C#CC4CCCC4)cc3)[C@@H]2C1 | / | / | -14 | -18 | / | 5 | -5 | /
CCOC(=O)CSc1nnc(CNC(=O)c2cccc(C)c2)n1-c1ccccc1OC | 3 | / | / | / | 2 | / | -2 | 1
COc1cc(C(=O)NC(=S)Nc2ccc(Cl)c(C(=O)O)c2)cc(OC)c1OC | 0 | 12 | 3 | 0 | -6 | -6 | 8 | -1
C[C@@H]1CCCCO[C@H](CN(C)C(=O)c2ccncc2)[C@@H](C)CN([C@H](C)CO)C(=O)c2cc(NC(=O)CCC(F)(F)F)ccc2O1 | 3 | / | 0 | 1 | -4 | 5 | 4 | -1
O=C(O)c1cc2ccccc2c2c1C(=O)c1ccccc1-2 | / | -6 | 9 | -1 | -2 | / | 0 | -1

Screening data as filed in PubChem BioAssay.

Not a hit list (roughly 2.9% active in at least one column).
